# Screening data (PubChem)
# HKDC1 inh: blocks human hexokinase HKDC1 activity | recombinant HKDC1, G6PDH/diaphorase resazurin coupled fluorescence | Q2TB90 | 340,000 compounds, 0.16% hits | inhibition, % at 20 µM;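 active = inhibition above about 35% when tested at 20 µM, limit read from the data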;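 note: plate controls were DMSO wells with enzyme for no effect and DMSO wells lacking enzyme for full effect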
#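 test system = in-house recombinant HK5 (HKDC1) enzyme | amount = HKDC1 at 5 µg/mL | control set = DMSO-enzyme wells negative, buffer-substituted wells positive | compound = one dose of 20 µM, 1% DMSO | schedule = reaction time 90 min, room temperature, protected from light | technique = resorufin fluorescence at 613 nm | reagent = glucose with 1 mM ATP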
# PfGluPho inh: PfG6PD (Plasmodium falciparum) enzyme inhibition | PfGluPho enzyme, NADPH resazurin-diaphorase fluorescence | inhibition, % at 20 µM | 350,000 compounds, 0.78% hits | AID 504690;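 active = inhibition reaching at least a set limit at 20 µM in the primary screen, cut at about 59% in these data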;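 note: 0% = DMSO wells with substrate and 100% = DMSO wells lacking glucose-6-phosphate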
# SENP7 inh: SENP7 protease inhibition | Q9BQF6 | recombinant SENP7, Z-RLRGG-aminoluciferin luminescence, 40 min | inhibition, % at 5 µM | 330,000 compounds, 1.5% hits | AID 434973;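 active = inhibition above about 50% at the single test dose, limit read from the data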;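 note: plate controls were DMSO with enzyme for no effect and no enzyme buffer wells for full effect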
# Target sequence (Q9BQF6 706-1050 limits assumed): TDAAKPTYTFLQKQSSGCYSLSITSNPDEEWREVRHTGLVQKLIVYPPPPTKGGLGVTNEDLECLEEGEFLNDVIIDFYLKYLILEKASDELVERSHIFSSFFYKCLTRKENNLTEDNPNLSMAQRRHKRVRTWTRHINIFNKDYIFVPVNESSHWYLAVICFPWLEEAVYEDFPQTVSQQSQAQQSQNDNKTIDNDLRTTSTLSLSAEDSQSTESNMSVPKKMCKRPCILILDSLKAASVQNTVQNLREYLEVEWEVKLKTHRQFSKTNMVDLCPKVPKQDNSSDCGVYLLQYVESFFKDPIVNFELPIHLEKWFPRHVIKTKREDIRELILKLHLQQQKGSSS
# SENP8 block-1: inhibitors of human SENP8 protease | Q96LD8 | purified SENP8, Z-RLRGG-aminoluciferin cleavage, luminescence | inhibition, % at 10 µM | 330,000 compounds, 1.2% hits | AID 2540; in the data active = inhibition above about 50%
# SENP1 FRET inh: SENP1 (human) catalytic domain inhibition; Q9P0U3; recombinant SENP1 catalytic domain, CyPet-SUMO1-YPet FRET cleavage; inhibition, % at 10 µM; 360,000 compounds, 0.21% hits; AID 624204;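 active = inhibition at least 30% at 10 µM, raw YFP signal under a set limit, fluorescence ratio 0.5 to 1.5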;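 note: 0% = enzyme with DMSO and 100% = no enzyme wells; some results filed as inactive read as strong as hits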
#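 Material: hSENP1 catalytic domain, recombinant; medium: Tris pH 8 with BME, BSA, NP40 and catalase; compound: single concentration of 10 µM compound, 0.5% DMSO final; technique: FRET read of cyan and yellow fluorescence; timing: 50 min enzyme reaction, room temperature, light-protected; reagent: SFCypet-SUMO1-SFYpet substrate at 25 nM; control set: no-enzyme low, enzyme-DMSO high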
# SENP6 inh: SENP6 protease inhibition; Q9GZR1; Recombinant SENP6 catalytic domain, aminoluciferin luminescence; inhibition, % at 10 µM; 330,000 compounds, 1.8% hits; AID 2599;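 active = inhibition above about 50% at the single tested dose, limit read from the data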;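 note: plate controls were DMSO wells with enzyme for no effect and DMSO wells lacking enzyme for full effect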
# Target sequence (Q9GZR1 628-1112 limits assumed): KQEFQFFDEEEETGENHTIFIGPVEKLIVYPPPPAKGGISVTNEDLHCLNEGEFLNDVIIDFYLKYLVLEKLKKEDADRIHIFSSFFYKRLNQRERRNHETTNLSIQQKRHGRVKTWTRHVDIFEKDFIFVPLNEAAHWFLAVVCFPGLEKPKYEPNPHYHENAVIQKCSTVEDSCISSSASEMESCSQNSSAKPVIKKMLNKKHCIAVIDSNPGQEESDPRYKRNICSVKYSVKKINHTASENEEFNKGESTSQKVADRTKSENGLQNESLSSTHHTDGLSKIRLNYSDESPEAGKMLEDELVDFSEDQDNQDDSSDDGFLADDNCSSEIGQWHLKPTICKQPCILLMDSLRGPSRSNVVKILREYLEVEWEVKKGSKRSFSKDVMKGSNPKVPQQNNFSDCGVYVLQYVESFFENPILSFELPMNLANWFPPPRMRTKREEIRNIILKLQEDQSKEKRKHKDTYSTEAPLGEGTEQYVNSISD
# SENP8 block-2: inhibitors of human SENP8 protease | Q96LD8 | recombinant SENP8, Nedd8 substrate fluorescence | inhibition, % at 20 µM | 360,000 compounds, 0.64% hits | AID 602440; in the data active = inhibition mostly above about 40%, no sharp cut-off; inactive = mostly below about 27%
# MIN6 prolif: induces beta-cell replication in MIN6 cells | MIN6 cells proliferation, ATPlite luminescence, 48 h; cells starved in 0.2% serum; 100% = growth in 10% serum | 330,000 compounds, 0.29% hits | proliferation, % at 10 µM | AID 2380;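 active = compounds whose signal lies at least 3.5 SD above the mean of all wells on their plate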;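 note: 0% = DMSO-treated cells in low-serum medium and 100% = 10% serum control; some compounds called inactive have numbers as strong as hits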
# UBC13 polyUb: inhibitors of human UBC13 polyubiquitin chain formation. inhibition, % at 20 µM. AID 485273. 330,000 compounds, 0.47% hits. TR-FRET. P61088; in the data active = inhibition above about 45%, passing the limit was not always enough
# Target sequence (P61088 whole entry, looked up): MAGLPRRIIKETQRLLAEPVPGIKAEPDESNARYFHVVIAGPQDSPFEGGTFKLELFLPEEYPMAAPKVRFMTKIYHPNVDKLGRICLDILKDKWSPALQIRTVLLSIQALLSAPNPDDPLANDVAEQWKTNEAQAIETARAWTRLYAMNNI
# * = called active by the depositor; i = inactive; x = not tested or not shown.
SMILES,HKDC1 inh,PfGluPho inh,SENP7 inh,SENP8 block-1,SENP1 FRET inh,SENP6 inh,SENP8 block-2,MIN6 prolif,UBC13 polyUb
Cc1cccc2cc(CN(Cc3ccccc3)C(=O)c3cccc(F)c3)c(Cl)nc12,-5.7,5.6,3.6,5.2,2.9,-5.9,-1.6,-4.9,-0.3
CCCCNC(=O)/C=C/c1ccc(S(=O)(=O)Nc2ccc(OC)cc2)cc1,2.5,-9.4,6.6,-1.3,2.7,-1.1,5.0,-3.7,2.7
O=C(CNC(=O)c1cccs1)N=Nc1c(O)[nH]c2ccc(Br)cc12,0.1,-6.6,-0.8,5.5,2.2,15.6,16.1,2.0,-26.1
CCC(C)C(=O)Nc1cc([N+](=O)[O-])ccc1Cl (stereo not drawn),1.9,-12.1,9.1,0.8,-0.8,-5.8,7.3,-0.4,0.4
O=C(Nc1cc(C(F)(F)F)ccc1F)C1CCC1,-4.0,4.1,-2.0,3.7,0.8,-6.0,10.6,1.4,-1.3
CCN(CC)S(=O)(=O)c1ccc(NC=C(C#N)C#N)cc1,-8.1,-10.8,-0.1,-6.3,-0.6,-14.7,8.7,-0.9,-26.5
O=C(c1cccc(S(=O)(=O)N2CCCC2)c1)c1nnc(-c2ccncc2)o1,-8.0,-0.5,8.3,-0.9,-1.3,8.1,1.6,-3.5,-3.5
CC(C)c1ccc(C2(C)NC(=O)N(C(C)C(=O)Nc3ccc(N4CCOCC4)cc3)C2=O)cc1 (stereo not drawn),4.8,-2.4,2.8,-0.6,0.3,-9.4,28.7,-1.5,4.5
CCOC(=O)Cn1c(CN(Cc2ccccc2)Cc2ccccc2)nc2c1c(=O)n(C)c(=O)n2C,-1.4,9.2,3.7,1.7,-1.9,5.7,2.9,-2.6,1.0
Cc1ccc([N+](=O)[O-])c(OCCN2C(=O)NC(C)(C)C2=O)c1,-9.1,5.8,-4.4,1.8,0.6,-5.7,13.3,4.4,4.4
Cc1n[nH]c(=S)n1-c1ccc(Cl)cc1,-4.7,22.1,8.7,2.6,2.5,-3.1,13.0,-2.5,-14.7
CC(C)(C)OC(=O)[C@H](Cc1ccccc1)NC(=O)c1nc[nH]c1C(=O)N1CCN(C(=O)OC(C)(C)C)CC1,0.5,18.7,11.1,-6.1,2.1,-7.3,7.9,-5.1,-2.6
CCC(=NCCc1c(C)[nH]c2ccccc12)C1=C(O)CC(c2ccccc2)CC1=O (stereo not drawn),4.7,14.8,4.3,-2.1,1.6,-10.3,2.6,-5.0,-4.9
COc1ccc(/C=N/OCC(=O)N2CCCC2)c(OC)c1,-5.8,6.8,0.7,-1.2,0.8,2.8,12.3,-0.5,-6.9
CC(C)Nc1ncnc2[nH]ncc12,-0.5,-10.3,x,x,-1.5,x,-86.5,x,x
CC(=O)NC(N(C#N)c1nc(Cl)nc(N(C)C)n1)C(Cl)(Cl)Cl (stereo not drawn),3.1,-6.8,3.3,-0.2,2.0,5.5,18.7,-1.7,0.8
Cc1ccc(S(=O)(=O)N(C)C)cc1NC(=O)CCNC(=O)c1ccco1,-2.8,-16.2,3.9,4.9,1.3,11.2,1.0,-1.6,-1.4
Cc1c(NC(=O)c2ccc(Cl)s2)c(=O)n(-c2ccccc2)n1C,-9.2,-3.0,-4.0,0.8,-0.8,-10.8,15.7,0.0,-9.2
O=C(NCCCn1ccnc1)c1sc2cccc(F)c2c1Cl,-7.5,0.3,-1.3,3.6,-52.2,-1.8,-41.9,-1.1,7.3
CN(Cc1ccc(OC(F)F)cc1)C(=O)c1ccc(S(=O)(=O)N(C)c2ccccc2)cc1,-0.1,15.9,3.9,6.4,-0.4,2.9,4.3,-2.5,20.8
O=C1CCCN1Cc1ncnn1-c1ccccc1,1.2,-12.5,5.1,4.6,2.1,-33.4,13.6,-0.1,8.1
CCn1c(CNC(=O)c2ccco2)nnc1SCC(=O)c1ccc(F)cc1,-2.8,-4.2,-2.7,-1.7,0.4,-16.4,15.8,-1.8,5.6
COc1ccc(Cl)cc1NC(=O)COC(=O)C1=NNC(=O)CC1,0.1,2.9,-2.4,-14.4,-1.5,-24.3,2.1,-0.2,-0.5
O=S(=O)(Cc1ccccc1)N1CCN(Cc2ccc(F)cc2Cl)CC1,-5.3,2.5,1.7,-1.5,1.5,-12.7,0.1,0.4,1.0
O=C(Cn1ccnc1[N+](=O)[O-])NCc1ccccc1,-5.8,5.0,6.3,5.1,-1.2,-6.4,7.4,3.8,-3.4

# Entries listed so far containing a furan ring, fused or not (2):
SMILES,HKDC1 inh,PfGluPho inh,SENP7 inh,SENP8 block-1,SENP1 FRET inh,SENP6 inh,SENP8 block-2,MIN6 prolif,UBC13 polyUb
Cc1ccc(S(=O)(=O)N(C)C)cc1NC(=O)CCNC(=O)c1ccco1,-2.8,-16.2,3.9,4.9,1.3,11.2,1.0,-1.6,-1.4
CCn1c(CNC(=O)c2ccco2)nnc1SCC(=O)c1ccc(F)cc1,-2.8,-4.2,-2.7,-1.7,0.4,-16.4,15.8,-1.8,5.6

# More structures
SMILES,HKDC1 inh,PfGluPho inh,SENP7 inh,SENP8 block-1,SENP1 FRET inh,SENP6 inh,SENP8 block-2,MIN6 prolif,UBC13 polyUb
N#CC1=C(N)NC(=S)C(C(N)=O)C1c1ccc(Cl)cc1Cl (stereo not drawn),12.7,47.5,0.3,1.0,-8.2,-25.6,-30.5,-7.1,3.4
COc1cccc(N(C(=O)Cn2nnc(-c3ccc(C)o3)n2)C(C(=O)NC(C)(C)C)c2cccs2)c1 (stereo not drawn),-5.0,-13.2,-12.7,-5.5,-0.9,-16.7,21.1,-3.1,-12.6
O=C1NC(=S)S/C1=C\c1cc(Cl)cc(Cl)c1O,22.1,5.8,x,x,91.7,x,17.2,x,x
COc1ccc2[nH]c3c(c2c1)CCN1C(=O)C(CC(=O)NCCc2ccccn2)C[C@H](C(=O)N(C(C)C)C(C)C)[C@@]31C (stereo partly drawn),0.5,9.8,-6.6,x,-3.3,x,1.9,x,x
CCC(=O)N1CCN(c2cc(C)ccc2C)CC1,-4.8,7.3,-7.3,-7.8,-0.4,-8.3,15.9,0.0,-7.6
Cc1cccc(N2CCN(S(=O)(=O)c3ccc4c(c3)C(C)(C)C(=O)N4C)CC2C)c1 (stereo not drawn),0.7,7.4,1.8,-1.9,0.2,-3.7,9.1,-2.5,-1.6
CCOP(=O)(OCC)C(NC(=O)Nc1ccc(C)cc1)C(N)=O (stereo not drawn),-2.7,-3.7,1.9,-5.7,0.0,-9.7,8.5,2.9,1.5
S=C(Nc1ccc(Br)cc1)Nc1ccc2c(c1)OCCO2,0.2,13.0,5.2,3.1,2.2,-0.5,4.5,-7.0,-9.0
COc1ccc(NC(=O)C2CC(=O)N(c3cc(C)ccc3C)C2)cc1 (stereo not drawn),-3.3,-13.1,2.2,-0.2,0.5,-11.0,14.7,4.1,-6.5
CCOC(=O)c1c(NC(=O)CSc2nnc3c(Cl)cc(Cl)cn23)sc2c1CCC2,25.6,25.8,1.2,0.2,-4.5,5.3,1.0,-3.3,8.1
OCCNCC(O)Cn1c2ccccc2c2ccccc21 (stereo not drawn),5.9,-14.2,12.5,0.5,0.8,8.0,-4.0,-2.8,2.3
CCCCN(C)CCNC(=O)C(NC(=O)C1CCC(C)CC1)C(C)C (stereo not drawn),-2.7,-17.2,5.3,-0.2,1.2,-11.3,18.4,-1.7,23.8
O=c1c2ccccc2ncn1-c1ccc(Br)cc1[N+](=O)[O-],6.1,10.2,-0.2,-4.4,-0.6,3.3,6.5,-3.1,-9.9
O=C(Nc1ccccc1F)Oc1cccc(OC(=O)Nc2ccccc2F)c1,-8.2,-6.5,73.1*,63.9*,0.1,69.2*,18.9,-0.5,0.3
O=C(CCNC(=O)OCC1c2ccccc2-c2ccccc21)NOCc1ccccc1,2.2,19.2,-1.1,x,-0.5,x,8.1,x,x
CCN(CC(=O)Nc1c(F)cccc1F)C(=O)c1cc([N+](=O)[O-])ccc1N1CCOCC1,-2.0,-4.2,-0.4,-2.1,2.3,5.9,12.5,-3.0,-1.9
O=c1c2nccnc2[nH]c(=S)n1Cc1ccccc1Cl,0.0,-20.2,-12.9,-0.2,0.9,-21.9,16.9,-3.6,-5.7
Cn1c(-c2ccccc2)cnc1SCc1nc2ccccc2c(=O)[nH]1,-2.0,-2.3,-1.0,-9.2,-41.2,12.5,-28.0,-3.4,-12.1
Cc1c(Cl)cccc1S(=O)(=O)Nc1ccnn1C,-6.0,-18.1,2.8,-0.2,2.0,-20.0,18.1,-2.1,2.1
Cc1nc2cc(C(F)(F)F)ccc2n1C,-12.4,0.5,5.2,0.8,0.7,7.1,1.2,0.5,0.4
CCC(C)N(C(=O)COc1ccc(Br)cc1C=O)C1CCS(=O)(=O)C1 (stereo not drawn),-4.7,8.0,-4.7,-3.4,2.4,2.4,2.9,1.9,1.1
CC[C@@]1(C(=O)OC)N[C@H](CN(C)C(=O)c2ccc(F)cc2)[C@@H]2C(=O)N(Cc3ccccc3)C(=O)[C@@H]21,0.1,-14.5,2.5,1.1,1.8,24.1,6.1,0.2,6.3
CC1CCCCN1C(=O)c1cc2c(=O)n3ccccc3nc2s1 (stereo not drawn),3.7,-4.9,5.6,3.3,-83.8,-23.7,-305.5,-0.7,8.1
CCCN(CCC)S(=O)(=O)c1ccc(Cl)c([N+](=O)[O-])c1,-4.6,-3.0,-10.5,-9.2,0.9,-8.0,14.6,-5.5,-5.7
Cc1cc(C)n(CCNS(=O)(=O)c2ccc(C)c(C)c2)n1,1.2,6.1,-2.3,4.0,2.3,-18.2,0.1,-0.8,4.0
# Further results
SMILES,HKDC1 inh,PfGluPho inh,SENP7 inh,SENP8 block-1,SENP1 FRET inh,SENP6 inh,SENP8 block-2,MIN6 prolif,UBC13 polyUb
Cc1cccn2c(=O)c3cc(C#N)c(=N)n(CCN4CCOCC4)c3nc12,-4.0,-2.0,x,x,-135.7,x,i,x,x
Cc1ccc(S(=O)(=O)/C(C#N)=C/c2c(N3CCN(C)CC3)nc3ccccn3c2=O)cc1,-2.9,-8.7,8.8,-1.3,-16.4,15.0,-143.5,1.5,-3.0
O/N=C1/CCCCc2sccc21,-8.5,5.0,4.1,-4.1,-1.4,-8.9,4.2,0.4,2.8
CCOC(=O)c1sc(NC(=O)CN(CC)CC)c(C(=O)OCC)c1C,-8.9,3.6,-0.7,-13.8,0.9,-15.7,19.1,-2.8,-9.8
Cc1c(NC(=O)CSC(=S)N2CCCC2)c(=O)n(-c2ccccc2)n1C,-5.4,-10.0,2.1,-2.6,0.4,3.5,16.2,-3.9,-4.3
CCC(C)NS(=O)(=O)c1ccc(NC(=O)CNCc2cccs2)cc1 (stereo not drawn),-3.7,29.1,x,x,1.2,x,21.7,x,x
Cn1cc(Cl)c(-c2n[nH]c(=S)n2-c2ccc(F)cc2)n1,-9.5,12.7,2.3,-5.6,0.2,-6.3,16.7,0.0,11.5
C=CCc1cc(/C=N\NC(=O)CSc2nnc(CCCc3ccc(OC)c(C)c3)o2)cc(OC)c1O,3.0,2.9,1.7,-4.0,3.1,0.1,16.7,-2.3,-3.9
c1ccc2c(c1)[nH]c1ccccc12,-0.2,11.1,-21.2,-5.6,-0.2,-13.0,2.3,1.1,5.2
COc1cc(OC)cc(C(=O)NCC(=O)OCC(=O)c2ccc3c(c2)-c2ccccc2C3)c1,4.2,-5.5,-12.0,-4.7,1.0,-29.6,-23.0,-2.5,-11.8
CCOc1ccc(N(CC(=O)NCC2CCCO2)S(=O)(=O)c2ccc(OC)c(OC)c2)cc1 (stereo not drawn),-5.1,4.9,-2.8,-8.7,2.7,-0.7,10.6,-2.8,-5.2
